# GRIN3A LBD mod: binders of NR3A ligand-binding domain, primary screen, biophysical, differential scanning fluorimetry, uHTS. AID 1259313, 2017. NR3A LBD differential scanning fluorimetry, Tm shift; 0% = protein alone, 100% = glycine-bound protein. Tm shift relative to glycine control, % at 25 µM. actives 2.5% (n = 340,000);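 active = melting temperature shift of at least 10% of the positive control shift, at one fixed dose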
# CHOP UPR activ: activators of apoptotic CHOP UPR arm, primary screen, cell-based, CHO-CHOP luciferase reporter, luminescence, uHTS; activation, % at 10 µM; actives 0.34% (n = 330,000); UPR activation; percent of tunicamycin response over DMSO baseline; AID 449763, 2010;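 active = at 10 µM dose, activation of 40% or more, normalized to positive control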;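 note: 100% = tunicamycin at 10 µg/mL and 0% = DMSO alone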
#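 Material: CHO-CHOP cells, stable luciferase reporter of PERK-eIF2a-CHOP signalling; quantity: 500 reporter cells seeded per well; buffer or medium: F12 medium containing 10% fetal bovine serum; compound: one dose, 10 µM in 0.5% DMSO; incubation: 6 h compound treatment, 37 °C; measured by: Steady-Glo luciferase luminescence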
# APJ ag: agonists of human apelin receptor APJ, primary screen, CHO-K1 cells, PathHunter beta-arrestin, luminescence | P35414 | 0% DMSO wells, 100% apelin | activation, % at 20 µM | actives 0.11% (n = 330,000) | AID 2520, 2010;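 active = activation more than six SD over the plate average, tested at 20 µM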;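 note: 0% = DMSO alone and 100% = apelin-13 at 10 nM; some results filed as inactive read as strong as hits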
#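 Material: CHO-K1 APJ beta-arrestin complementation cell line; Input: cell density 1000 per well; Incubation: compound stimulation 90 min at 25 °C, detection 60 min; Signal: luminescence from split beta-galactosidase complementation, Galacton Star/Emerald II substrate; Controls: DMSO-only wells as negative, 10 nM Apelin-13 as positive control.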
# NLRP3 yeast inh: NALP3 inflammasome inhibitors in reconstituted yeast, primary screen, luminescence, uHTS | actives 0.39% (n = 330,000) | Yeast reconstituted NLRP3/ASC/caspase-1, beta-gal luminescence, 24 h | inhibition, % at 10 µM;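 active = inhibition of 50% or more; inactive = inhibition below 50%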;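 note: plate controls were induced DMSO wells for no effect and uninduced yeast grown without galactose for full effect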
# TIM10 inh: growth inhibitors of isogenic TIM10 control yeast, primary screen, counter-screen for tim10-1 yeast inhibitor project, luminescence, uHTS. actives 1.4% (n = 330,000). inhibition, % at 10 µM. S. cerevisiae TIM10 strain growth, BacTiter-Glo luminescence, 24 h. AID 463195, 2010;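 active = inhibition of 40% or more at the single tested concentration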;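 note: wild-type TIM10 isogenic control strain grown at permissive 25 °C; 0% = DMSO yeast wells and 100% = minimal medium wells without yeast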
# tim10-1 inh: growth inhibitors of tim10-1 mutant yeast, primary screen, luminescence, uHTS; S. cerevisiae tim10-1 ts strain growth, BacTiter-Glo, 24 h; inhibition, % at 20 µM; actives 2.2% (n = 330,000);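 active = inhibition of at least 40%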;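 note: mutant grown at 25 °C; 0% = DMSO wells with yeast and 100% = wells holding no yeast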
# Mdm2 MdmX PPI: inhibitors of human Mdm2-MdmX association, primary screen, cell-based, luminescence, split luciferase, SaOS-2, uHTS. Protein Mdm4 (Homo sapiens) + E3 ubiquitin-protein ligase Mdm2 (Homo sapiens), …. SaOS-2 split-luciferase Mdm2/MdmX complementation. inhibition, % at 8 µM. actives 3% (n = 330,000);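 active = inhibition of at least 50% at 8 µM in the primary screen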
# Target sequence (O15151 whole entry, looked up): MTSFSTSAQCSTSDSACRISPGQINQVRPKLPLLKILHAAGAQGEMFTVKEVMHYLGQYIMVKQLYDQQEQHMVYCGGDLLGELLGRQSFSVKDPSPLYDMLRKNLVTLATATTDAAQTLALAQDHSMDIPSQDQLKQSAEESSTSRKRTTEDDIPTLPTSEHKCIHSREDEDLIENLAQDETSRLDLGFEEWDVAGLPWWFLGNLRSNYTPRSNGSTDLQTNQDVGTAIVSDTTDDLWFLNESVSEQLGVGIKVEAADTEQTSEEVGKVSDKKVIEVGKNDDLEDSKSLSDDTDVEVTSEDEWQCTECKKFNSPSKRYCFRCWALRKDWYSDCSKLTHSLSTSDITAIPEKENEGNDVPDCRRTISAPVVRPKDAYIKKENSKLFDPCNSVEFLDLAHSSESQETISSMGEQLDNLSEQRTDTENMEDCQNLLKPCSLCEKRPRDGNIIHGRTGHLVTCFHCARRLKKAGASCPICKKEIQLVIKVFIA
# Target sequence (Q00987 whole entry, looked up): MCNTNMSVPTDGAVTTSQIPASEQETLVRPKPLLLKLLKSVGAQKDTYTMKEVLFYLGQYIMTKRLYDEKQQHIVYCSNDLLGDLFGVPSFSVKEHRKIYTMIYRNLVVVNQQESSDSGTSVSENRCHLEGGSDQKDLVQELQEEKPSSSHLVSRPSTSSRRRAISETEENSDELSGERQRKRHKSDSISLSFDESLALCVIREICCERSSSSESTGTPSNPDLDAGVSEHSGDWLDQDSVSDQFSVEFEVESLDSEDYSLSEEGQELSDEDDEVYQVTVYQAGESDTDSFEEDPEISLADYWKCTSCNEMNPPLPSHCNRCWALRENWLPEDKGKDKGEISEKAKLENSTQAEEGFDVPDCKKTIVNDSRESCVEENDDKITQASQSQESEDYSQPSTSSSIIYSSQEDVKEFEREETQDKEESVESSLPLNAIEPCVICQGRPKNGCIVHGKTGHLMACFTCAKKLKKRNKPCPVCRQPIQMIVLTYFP
# tim23-1 inh: growth inhibitors of tim23-1 mutant yeast, primary screen, luminescence, uHTS; S. cerevisiae tim23-1 growth, BacTiter-Glo luminescence, 24 h; inhibition, % at 20 µM; actives 1.3% (n = 330,000);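 active = growth inhibition of the mutant yeast at or above 50%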;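 note: temperature-sensitive mutant grown at 25 °C; plate controls were DMSO-treated mutant yeast for no effect and medium wells lacking yeast for full effect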
# UPR XBP1 act: activators of adaptive XBP1 UPR arm, primary screen, cell-based, CHO-XBP1 luciferase reporter, luminescence, uHTS. IRE1-XBP1 UPR activation; percent of tunicamycin response, DMSO as zero. activation, % at 20 µM. actives 0.33% (n = 330,000);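 active = versus positive control, 20 µM dose yields 30% or more activation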;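 note: 100% = tunicamycin at 10 µg/mL and 0% = DMSO only wells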
#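 incubation = overnight seeding at 37 °C, 6 h compound treatment at 37 °C | assay system = CHO-XBP1 cells stably carrying IRE1-XBP1-driven luciferase reporter | input = 1000 cells per well | detection = luciferase luminescence | dosing = single point, 20 µM final compound, 1% DMSO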
# The depositor's hits bear a star; . = no result given.
SMILES,GRIN3A LBD mod,CHOP UPR activ,APJ ag,NLRP3 yeast inh,TIM10 inh,tim10-1 inh,Mdm2 MdmX PPI,tim23-1 inh,UPR XBP1 act
COc1cc(OC)c(NS(=O)(=O)c2cc(Br)cnc2N)cc1Cl,-0.1,0.2,-0.8,13.8,7.8,22.2,7.3,23.2,-6.2
CCOC(=O)c1nc(C)sc1-c1ccnn1S(=O)(=O)c1ccc(Cl)cc1Cl,2.0,0.4,0.3,45.8,-9.9,-27.1,10.1,12.8,1.6
CCOc1cc(S(=O)(=O)NCCCn2ccnc2)ccc1Cl,5.8,-0.6,-2.3,20.4,-9.5,-1.5,20.0,10.4,-2.7
COc1cccc(Nc2cc(C)nc3nc(C)nn23)c1,-0.2,-1.1,0.3,-3.2,-5.4,19.1,13.6,13.7,0.2
COc1cccc(N/C=C/C(=O)c2ccc(Br)cc2)c1,1.8,2.9,-6.0,13.0,24.1,22.5,-170.1,11.3,1.0
Cc1ccc2c(c1)-n1c(nc3ccc(Cl)cc3c1=O)C(CC(C)C)NC2=O (stereo not given),.,-1.2,0.1,5.3,8.0,19.3,9.6,27.9,-0.9
COc1ccccc1C(=O)NNC(=O)c1cccc(F)c1,-0.1,-0.5,-1.1,13.4,2.9,10.6,-29.1,0.8,-5.4
O=C(O)CCCCn1c(SCc2cc(=O)n3cc(Cl)ccc3n2)nc2ccsc2c1=O,-2.7,-0.9,-5.8,20.8,-12.2,-4.1,-4.7,15.6,1.0
Cc1sc2ncn(CC(=O)NCCCN3CCC(C)CC3)c(=O)c2c1S(=O)(=O)N1CCC(C)CC1,-0.6,-0.2,5.3,3.2,10.7,23.8,-36.5,19.7,-2.0
CCn1c(CSCc2ccc(C)cc2)n[nH]c1=S,2.4,-2.2,0.9,18.9,6.8,15.2,6.0,39.6,-3.1
O=C(NCC1CCCO1)c1nn2c(C(F)(F)F)cc(-c3cccs3)nc2c1Cl (stereo not given),-1.9,-1.5,2.7,7.3,-7.2,8.6,-2.4,-3.1,-0.2
CC(=O)c1ccc(Oc2ncnc3sccc23)cc1,0.2,4.2,-3.6,21.7,13.9,23.0,-12.4,5.7,-1.6
O=C(COc1ccc(S(=O)(=O)N2CCOCC2)cc1)N1CCCCCC1,-2.7,-1.9,-0.2,16.3,-17.4,2.0,13.0,0.3,-3.6
CC(OC(=O)c1nsc(Cl)c1Cl)C(=O)NC1CCCCC1 (stereo not given),2.0,-0.1,-3.5,-4.9,-12.9,10.7,-8.9,16.0,-3.6
COc1ccc(-c2[nH]c(-c3ccc(C)cc3)nc2SCC(=O)Nc2nccs2)cc1,5.4,0.6,-2.1,-1.2,-15.2,0.1,-20.5,27.2,-0.9
O=C(Cc1ccccc1)NCC(=O)N/N=C/c1cccs1,0.1,0.4,7.6,2.3,11.2,14.8,-3.0,9.4,0.2
O=C(COc1cccc2cccnc12)NCc1cccs1,-1.1,0.8,3.0,7.9,-1.7,5.6,0.3,8.2,1.1
COc1cccc(CSc2nnc(CSc3nc4nc(C)cc(C)n4n3)s2)c1,0.5,-0.7,0.0,31.4,1.8,11.9,24.1,21.8,-0.3
O=c1oc2ccccc2cc1-c1csc(Nc2ccc(O)cc2)n1,12.2*,40.0,3.5,30.3,43.9*,30.3,-42.0,11.9,8.8
CCO[C@H]1OC(C(=O)N2CCOCC2)=C[C@@H](c2cn(C(C)=O)c3ccccc23)[C@@H]1CCCO,-1.1,-1.0,-4.2,3.4,7.7,1.5,6.7,2.4,-0.4
O=C(Nc1cccnc1)C1CC(=O)N(c2ccc(F)cc2)C1 (stereo not given),-2.3,0.0,2.6,11.5,13.0,4.6,-33.8,16.8,-2.1
Cc1ccc(S(=O)(=O)N2CCN(Cc3cc(=O)n4ccccc4n3)CC2)cc1C,0.9,-1.5,-3.0,20.2,3.9,12.5,-21.4,29.8,-0.8
CCOc1ccc(C2CC(=O)n3nc(C45CC6CC(CC(C6)C4)C5)nc3S2)cc1OC (stereo not given),1.0,-1.5,-3.8,11.6,8.2,9.1,19.9,9.9,-2.3
O=C(c1ccc(-c2ccccc2Cl)o1)N1CCN(S(=O)(=O)c2cccs2)CC1,-2.4,3.1,-5.6,3.7,6.0,14.5,-47.0,9.6,5.5
CCOC(=O)CN(C(=O)CNC(=O)c1ccco1)C(C(=O)NC1CCCCC1)c1cccs1 (stereo not given),0.2,-1.2,-6.3,11.0,-1.2,20.8,-15.8,1.0,-0.5

# The last two records of the part above lead into the next:
SMILES,GRIN3A LBD mod,CHOP UPR activ,APJ ag,NLRP3 yeast inh,TIM10 inh,tim10-1 inh,Mdm2 MdmX PPI,tim23-1 inh,UPR XBP1 act
O=C(c1ccc(-c2ccccc2Cl)o1)N1CCN(S(=O)(=O)c2cccs2)CC1,-2.4,3.1,-5.6,3.7,6.0,14.5,-47.0,9.6,5.5
CCOC(=O)CN(C(=O)CNC(=O)c1ccco1)C(C(=O)NC1CCCCC1)c1cccs1 (stereo not given),0.2,-1.2,-6.3,11.0,-1.2,20.8,-15.8,1.0,-0.5
CC1(C)Cc2nc(N3CCCC3)c(C#N)cc2CO1,-2.0,-0.6,0.1,16.9,-4.9,12.3,15.7,9.0,3.1
O=C(Nc1cccc(C(F)(F)F)c1)c1scc2c1OCCO2,5.7,0.7,-0.4,2.7,2.1,19.4,-2.3,-4.5,1.7
Cc1nn2c(-c3ccncc3)ccnc2c1Cl,-1.2,-1.0,-0.7,2.9,9.8,11.6,-13.7,8.6,7.1
O=C(O)c1cc(S(=O)(=O)NC(Cc2c[nH]c3ccccc23)C(=O)O)ccc1Cl (stereo not given),0.2,-0.3,-1.4,16.1,23.2,22.5,-2.0,15.7,-2.0
O=C(c1cc(C(=O)N2CCOCC2)c2nc3ccccc3n2c1)c1ccccc1O,-0.8,0.7,-7.0,-4.4,-0.4,7.4,13.3,5.5,-0.3
O=C(COC(=O)C1CC1)NCCc1ccc(Cl)cc1,-2.6,-1.0,2.6,13.8,-7.5,-24.1,8.8,-13.0,-1.4
O=C(NCCc1ccccc1)C1CCC(=O)N1C1CCCC1 (stereo not given),-2.0,1.4,-3.0,1.6,4.1,4.0,12.5,12.7,-4.3
COc1cc(C2C(C#N)=C(N)Oc3n[nH]c(C)c32)cc2c1OCO2 (stereo not given),-2.8,1.4,0.7,7.6,-8.7,12.4,-0.5,13.3,-2.4
Cc1ccc(S(=O)(=O)N2CCC(=O)N(CCOCc3ccc(C(F)(F)F)cc3)CC2)cc1,-3.3,3.5,6.3,17.5,2.5,20.4,15.7,-10.5,-0.2
CCCS(=O)(=O)C(=C(Nc1ccc(OC)cc1)Nc1ccc(OC)cc1)S(=O)(=O)CCC,0.7,-1.5,-5.6,12.7,32.4,30.5,5.2,29.7,-3.7
CCOC(=O)Oc1ccc2oc(C)c(C(=O)OCCOC)c2c1,-2.7,2.0,-1.9,4.2,5.4,29.5,11.8,17.3,0.7
CCNC(=O)COC(=O)c1cc(-c2ccc(OC)cc2)nc2ccccc12,-0.5,-1.2,-1.4,25.8,19.7,17.9,7.4,42.2,1.2
CCOC(=O)C(C)Oc1cccc2c(=O)n(CC(=O)Nc3ccc4c(c3)OCCO4)ccc12 (stereo not given),1.3,0.6,2.3,12.6,-19.9,-10.2,47.7,-11.7,3.8
Cc1cccc(CCNC(=O)C2CCCN(S(=O)(=O)c3cccc4nsnc34)C2)c1 (stereo not given),0.1,2.3,-16.4,-1.4,22.4,21.5,-0.4,10.8,-0.7
CCOC(=O)Cc1csc(SCC(=O)Nc2cccc(Cl)c2)n1,-9.6,2.2,-0.8,16.2,-8.8,16.5,0.5,17.7,0.7
CCN(CC)C(=O)Cn1c(=O)n(CCCC(=O)NCc2ccc3c(c2)OCO3)c(=O)c2sccc21,-3.0,-1.2,1.1,14.3,-2.5,20.8,5.4,11.3,3.3
O=C(Nc1cccc(OC(=O)c2cccnc2)c1)c1cccnc1,1.3,-0.7,-6.3,9.8,3.2,7.7,22.6,6.9,-1.8
COc1ccccc1N1CCN(C(=O)c2oc3ccc(F)cc3c2C)CC1,-5.2,-0.5,-1.2,12.2,24.3,42.0*,33.9,43.9,0.5
CCOC(=O)CSc1cc(C)c(C#N)c2nc3ccccc3n12,-3.3,7.6,-2.3,6.0,-3.1,41.2*,-2.3,28.0,-3.2
CC(C)(C)c1ccc(-c2nnc(SCC(=O)c3ccc4c(c3)OCCO4)o2)cc1,0.9,-0.5,-3.0,16.9,11.4,3.2,20.2,4.1,-3.1
CCc1ccc(N2CC(C(=O)Nc3ccc(F)cc3)CC2=O)cc1 (stereo not given),9.9,0.6,-0.2,17.9,-16.2,-4.5,-18.5,12.7,-4.3
Cc1cc(NCCc2ccc(Cl)cc2)n2ncnc2n1,-16.0,-1.7,-0.9,12.7,2.3,17.3,-23.2,-16.1,-1.0
COc1ccc(N2CCN(S(=O)(=O)c3ccc(C(=O)NCc4ccco4)cc3)CC2)cc1,28.1*,-0.4,4.7,23.5,5.1,12.4,-4.5,7.8,-3.7
CCn1c(SCc2ccc(Cl)cc2)nnc1-c1ccccc1,2.4,0.0,-4.6,-4.5,13.1,26.3,6.2,-0.8,0.7
CCOc1cc(C(=S)N2CCOCC2)ccc1OC(=O)c1cc(OC)c(OC)c(OC)c1,2.2,2.8,-0.1,4.5,1.0,0.9,19.4,10.3,-2.5
NC(N)=NN=C1c2ccccc2-c2ccccc21,23.2*,-0.8,-1.5,17.7,18.5,11.4,-7.9,15.1,-2.8
CC(C)[C@H](NC(=O)[C@@H]1Cc2c([nH]c3ccccc23)C2c3ccccc3C(=O)N21)C(=O)N1CCC[C@@H]1C(=O)O (stereo not given in full),-3.7,3.4,-3.8,1.7,-4.2,-0.7,8.0,5.9,-2.4
Cc1nn(Cc2ccccc2)c2c1C(c1cccnc1)C(C#N)=C(N)O2 (stereo not given),-0.6,4.1,-1.6,-2.7,17.8,18.8,-16.1,33.4,0.7
Cc1ccc(-c2csc(-c3c[nH]c4ccccc34)n2)c(C)c1,24.0*,2.5,-0.1,28.6,42.8*,41.3*,-12.6,40.7,-0.2

# As entered above.
# CCOC(=O)c1nc(C)sc1-c1ccnn1S(=O)(=O)c1ccc(Cl)cc1Cl in GRIN3A LBD mod is entered as 2.0
# COc1cccc(N/C=C/C(=O)c2ccc(Br)cc2)c1 in tim23-1 inh is entered as 11.3

# Assay outcomes deposited in PubChem BioAssay by Sanford-Burnham Center for Chemical Genomics.
